# High-throughput results (PubChem)
# Luciferase inh – Photinus pyralis luciferase inhibition; Potency, µM (series often up to 115 µM), inactives show at the highest dose activity change, negative = inhibition, hits mostly inhibitors; purified P. pyralis luciferase, luminescence, biochemical; hit rate 2.5% among 76,000; note: potency is the fitted concentration of half-maximal effect; nearly all actives have a fitted effect of over 65% in size
# Target sequence (P08659 whole entry, looked up): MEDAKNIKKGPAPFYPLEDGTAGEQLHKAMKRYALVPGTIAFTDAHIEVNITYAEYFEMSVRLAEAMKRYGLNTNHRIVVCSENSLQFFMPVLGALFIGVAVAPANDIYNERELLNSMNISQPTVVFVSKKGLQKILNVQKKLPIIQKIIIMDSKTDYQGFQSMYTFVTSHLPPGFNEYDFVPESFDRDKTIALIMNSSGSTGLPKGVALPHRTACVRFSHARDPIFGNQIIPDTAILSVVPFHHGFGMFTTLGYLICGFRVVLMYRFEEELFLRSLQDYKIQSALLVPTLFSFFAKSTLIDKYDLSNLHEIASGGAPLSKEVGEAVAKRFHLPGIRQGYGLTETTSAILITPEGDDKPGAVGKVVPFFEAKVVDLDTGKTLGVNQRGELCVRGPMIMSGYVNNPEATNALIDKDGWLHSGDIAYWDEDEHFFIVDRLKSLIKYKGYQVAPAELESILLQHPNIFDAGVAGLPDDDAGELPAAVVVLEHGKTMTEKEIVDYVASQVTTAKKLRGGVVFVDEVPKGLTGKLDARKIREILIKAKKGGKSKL
#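 Luminescence read by CCD imager after adding enzyme (10nM final) to wells holding compound, titrated in qHTS. Substrates 10uM each D-luciferin and ATP; buffer 50mM Tris acetate pH 7.5, 10mM Mg acetate, Tween-20, BSA.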
# IP6K1 inh – inhibitors of human IP6K1; Q92551; IP6K1 kinase, ADP-Glo luminescence, 2 h; hits give low values; activity change, % (series mostly up to about 58 µM); hit rate 0.81% among 140,000; AID 1645851; in the data active = activity change below about -25%
#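 ADP-Glo luminescence measures ADP made by human IP6K1 during a 2 h RT reaction with ATP/IP6 (mix at 1.3 mM/130 uM); top library doses 57.5 and 19.1 uM final.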
# HEK293 tox – HEK 293 cell cytotoxicity; HEK 293 viability, ATP luminescence (CellTiter-Glo), 48-72 h; Potency, µM (highest dose often 115 µM), without a hit: at the top dose activity change, negative = cytotoxicity, usual class: inhibitors; hit rate 6.6% among 94,000; AID 1345083; note: potency is the fitted concentration of half-maximal effect; nearly all actives have a fitted effect of over 60% in size
#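 HEK 293 seeded at 250 cells/well receive compound via pintool. After 48 or 72 hr at 37 degree Celsius, 5% CO2 and 95% humidity, CellTiter-Glo is dispensed and luminescence read following 10 min at room temperature.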
# GPT2 inhibitor – blocks human glutamate pyruvate transaminase 2; Recombinant GPT2, coupled pyruvate oxidase/HRP Amplex Red fluorescence; hit rate 0.25% among 100,000; AID 1671188; Potency, µM (doses to about 57.7 µM), for inactives: at the highest dose activity change, negative = inhibition, actives largely listed as inhibitors; note: potency is the fitted concentration of half-maximal effect; nearly all actives have a fitted effect of over 60% in size; many of its hits are not listed in these tables
# Target sequence (Q8TD30 whole entry, looked up): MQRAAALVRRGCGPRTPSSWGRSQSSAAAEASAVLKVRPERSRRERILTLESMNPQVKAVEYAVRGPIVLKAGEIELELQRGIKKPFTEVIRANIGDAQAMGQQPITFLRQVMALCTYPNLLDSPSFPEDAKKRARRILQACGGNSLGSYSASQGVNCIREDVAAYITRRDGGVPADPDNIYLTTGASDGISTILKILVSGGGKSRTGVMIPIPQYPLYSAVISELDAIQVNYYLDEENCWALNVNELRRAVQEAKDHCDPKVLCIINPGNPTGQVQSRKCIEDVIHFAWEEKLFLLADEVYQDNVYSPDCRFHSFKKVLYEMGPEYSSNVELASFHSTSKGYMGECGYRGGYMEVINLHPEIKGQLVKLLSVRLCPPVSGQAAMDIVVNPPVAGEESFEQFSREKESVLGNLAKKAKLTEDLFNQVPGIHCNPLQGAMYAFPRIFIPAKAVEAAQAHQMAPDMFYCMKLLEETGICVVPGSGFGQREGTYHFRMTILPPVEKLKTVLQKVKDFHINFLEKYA
#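 Recombinant GPT2 (10ng/uL) with 250uM a-KG and 2mM L-alanine, 30 min at room temperature, in HEPES pH 7.5 buffer. Pyruvate detected by pyruvate oxidase/HRP/Amplex Red fluorescence after 30 min in the dark; AOA (50uM) as positive control.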
# HEK293 viab – counter-screen for SNCA expression inhibitors: cell viability. HEK-293-SNCA-luc viability, GF-AFC fluorescence, 24 h. Potency, µM (series often up to 57.1 µM), for inactives: at the top dose activity change, negative = cytotoxicity, hits mostly cytotoxic. hit rate 0.12% among 150,000;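 note: potency is the fitted concentration of half-maximal effect; 0% = DMSO-treated cells and -100% = medium-only wells without cells; nearly all actives have a fitted effect of over 30% in size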
#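 HEK-293-SNCA-luc cells (1500/well) plated 24 h, then exposed 24 h to a dilution series; GF-AFC added 30 min at 37C, fluorescence 405/540 nm; normalised to medium-only and DMSO wells, Hill fit.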
# NIH3T3 tox – kills NIH 3T3 cells; NIH 3T3 viability, CellTiter-Glo ATP luminescence, 48-72 h; Potency, µM (top dose mostly 96.7 µM), for inactives: at the highest dose activity change, negative = cytotoxicity, usual class: inhibitors; hit rate 4.3% among 94,000; note: potency is the fitted concentration of half-maximal effect; nearly all actives have a fitted effect of over 55% in size
#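 Cytotoxicity was measured by CellTiter-Glo ATP luminescence after 48 or 72 h compound exposure at 37 °C. Mouse NIH 3T3 fibroblasts were seeded at 400 cells/well and dosed by 23 nL pin transfer.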
# SNCA expr inh – reduces expression of the alpha-synuclein gene. HEK-293 SNCA-luciferase knock-in, luminescence, 24 h. hit rate 0.17% among 140,000. Potency, µM (titrated, usually from 57.2 µM), inactives show at the highest dose activity change, negative = inhibition, actives largely listed as inhibitors;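 note: potency is the fitted concentration of half-maximal effect; plate controls were DMSO cells for no effect and cell-free wells for full effect; nearly all actives have a fitted effect of over 45% in size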
# An asterisk follows results filed as active; i = inactive; ? = inconclusive; / = no result given; [ ] = remark or other dose. Unless noted, calls come from the whole dose curve; as a rule, active = well fitted curve in the direction sought with a large enough effect; inconclusive = small, poorly fitted or top-dose-only effect, or another doubt; inactive = no such curve, though single readings can be large; an effect the other way counts as inactive or inconclusive. Unless noted, % is set by controls: 0 for no effect and ±100 for the full control effect.
Compound	Luciferase inh	IP6K1 inh	HEK293 tox	GPT2 inhibitor	HEK293 viab	NIH3T3 tox	SNCA expr inh
O=C1NCCCCCN(C(=O)NC2CCCCC2)[C@@H]2C[C@@H](C(=O)N3CCc4ccccc4C3)C[C@H]12	-13%	-1	?	-1%	-4%	-15%	-23%
COCCn1c(C)cnc1C1CCN(C(=O)C2CCC2)C1 (centres undefined)	-9%	-9	-5%	i	13%	-5%	11%
COc1ccc(N2CCC(N)C2=O)cc1 (centres undefined)	-9%	-1	3%	-26%	2%	-10%	50%[activator]
Cn1nc(C2CCN(C(=O)c3ccc4ccccc4n3)CC2)c2c1CCOC2	-5%	0	1%	-11%	-8%	5%	-9%
O=C1c2c(O)cccc2Cc2cccc(O)c21	/	-1	/	-10%	-16%[23.9 µM]	/	-28%[25.6 µM]
CCCNC(=O)C(NC(=O)c1cccc(OC)c1)C1CCN(C(=O)c2ccccc2F)CC1 (centres undefined)	-9%	-4	i	-7%	-2%	-6%	-25%
CCc1ccc2oc(-c3cc(NC(=O)c4cccnc4)cc(C)c3O)nc2c1	/	5	/	/	-14%	/	20%
Cn1c(C(=O)NCCN2CCCCC2)cc2c1CCN(Cc1cccc(F)c1)C2	0%	5	?	i	-5%	?	36%[activator]
COc1ccc(CN2C(=O)C3(CCOCC3)CC2c2nnnn2C(C)(C)C)c(OC)c1 (centres undefined)	1%	7	-12%	-12%	-4%	-12%	-14%
CC(C)c1nncn1C1CCN(S(=O)(=O)c2cccc(Br)c2)CC1	5%	3	?	-2%	-3%	-22%	-27%
FC(F)(F)CN1C2CCC1CN(c1cncc(Cl)n1)C2	/	-3	-16%	3%	2%	-11%	3%
CN1C[C@@H]2CCCN3CCC[C@@H]([C@H]23)[C@H]1CCCC(=O)NC1CC1	2%	4	5%	i	-9%	-2%	0%
COCCCN1C(=O)N(Cc2nncn2C(C)C)C(=O)C12CCNCC2	-3%	6	-29%	-11%	14%	-20%	-17%
COc1ccc(NC(=O)c2ccc3c(c2)N(C)C2CCCCN2C3=O)c(OC)c1 (centres undefined)	?	-5	?	i	-1%[12.5 µM]	?	51%[activator]
CN1C[C@H](NCc2cccc3c2OCO3)CCC[C@@H](C(=O)NCc2cc(F)cc(F)c2)CC1=O	-12%	-12	-21%	i	3%	?	-7%
Cc1ccc2nc(-c3ccc(O)cc3)c(Nc3ccc4c(c3)OCO4)n2c1	/	-16	/	/	-9%	/	-10%
Cc1nn(C)c(C)c1-c1cc(C(=O)N[C@H]2CC[C@H]2NC(C)C)n(C)n1	5%	-2	-26%	-9%	-6%	-10%	1%
CNC(=O)C1CCCN1c1nccc(Nc2ccccc2F)n1 (centres undefined)	/	0	i	i	-5%[12.5 µM]	2%[138 µM]	?
CC1=C(C(N)=O)C(c2ccccc2F)n2nc(-c3ccc(Cl)cc3)nc2N1 (centres undefined)	/	15	/	/	-8%	/	88%[activator]
NC(=O)[C@H]1CCCN1Cc1c(C(=O)N2CCCCCCC2)nc2sccn12	-4%	36	0%	-13%	-14%	-17%	3%
CCOC(=O)Cn1c(=O)oc2cc(S(=O)(=O)N3CCN(c4cc(C)ccc4C)CC3)ccc21	/	-1	/	/	2%	/	10%
Cc1cccc(NC(=O)Cn2c(N(C)Cc3ccccc3)nc(C)cc2=O)c1	-1%	9	?	2%	10%	?	-13%
Cc1cccc(N2CCN(C(=O)c3nn(C)c4c3CS(=O)(=O)c3ccccc3-4)CC2C)c1 (centres undefined)	/	-3	/	/	0%	/	-24%
CN(Cc1cc2cc(F)ccc2[nH]1)C(=O)C1CCC(=O)N(C2CCCC2)C1 (centres undefined)	0%	10	?	-2%	-7%	?	-13%
Cc1nn(-c2ccccc2)c2c1C(C)N(C1CCN(C(=O)C3CCCC3)C1)C2=O (centres undefined)	/	-1	?	/	/	?	/
CCC1Oc2ccc(NC(=O)Cc3ccccc3)cc2CN(Cc2ccc(F)cc2)C1=O (centres undefined)	-2%	0	?	i	7%	?	-11%
Cc1ccc(C)c(Cn2c(=O)c3c(nc4n3CCN4c3ccccc3)n(C)c2=O)c1	/	-2	/	/	3%	/	16%
COc1cc2c(cc1OC)C(CNC(=O)Nc1ccc(C)cc1)N(C(=O)NC(C)C)CC2 (centres undefined)	?	9	-24%	-22%	-15%	-25%	33%[activator]
Cc1cc(C[C@@H]2COC[C@@H]2NC(=O)c2csc(Cc3ccccc3)n2)on1	-1%	21	-6%	i	-19%	?	6%
CC(O)CCNS(=O)(=O)c1ccc2c(c1)CN(C(=O)CCn1cccn1)CC2 (centres undefined)	1%	13	3%	i	-9%	i	-7%
COc1ccc(CN2Cc3[nH]cnc3C[C@H]2C(=O)N(C)Cc2ccccc2)c2ccccc12	5%	-7	40µM*	?	?	?	-22%
Cc1ccc(C(=O)N2CCN(c3cc(-c4ccccc4)[nH]n3)CC2)c(C)c1	13%	-14	?	i	-6%	45µM*	-20%
COc1cccc(NC(=O)Cn2cc(S(=O)(=O)N3CCCC3)c(S(=O)(=O)N3CCCC3)c2)c1	/	39	/	/	7%	/	40%[activator]
COc1ccc(-c2nc(CS(=O)CC(=O)NCc3ccc(F)cc3)c(C)o2)cc1OC (centres undefined)	/	25	/	/	5%	/	-21%
Nc1nc(Nc2cccc(C(F)(F)F)c2)sc1C(=O)c1ccccc1	/	-12	/	/	8%	/	10%
COc1cccc(CNc2nc3c(-c4cccc(C)c4)nnn3c3ccccc23)c1	/	3	/	/	-4%	/	112%[activator]
CCOc1ccc(C(=O)NCCc2sc(-c3ccc(F)cc3)nc2C)cc1	/	5	/	/	-6%	/	-6%
CCOC(=O)C1CCN(C(=O)c2ccc3c(c2)N=C(CC)c2cc(C)ccc2S3)CC1	/	-11	/	/	2%	/	10%
COc1cccc(C2C(=O)N(C3CCCCC3)CC(=O)N2CCc2ccc(OC)c(OC)c2)c1 (centres undefined)	/	-2	/	/	-8%	/	31%[activator]
CCn1cc(-c2c(-c3ccccc3)ncn2C(CO)C(=O)O)cn1 (centres undefined)	-1%	1	-2%	-6%	5%	-5%	-19%
O=C(c1cccs1)N1CCC(N2C(=O)C(OCC3CC3)C23CCCCC3)CC1 (centres undefined)	2%	-5	?	i	0%	-4%	-16%
O=C(c1cnccn1)N1C[C@@H]2OCC(=O)N(CC3CC3)[C@@H]2C1	10%[172 µM]	1	3%[172 µM]	-4%[88.5 µM]	4%[87.6 µM]	2%[174 µM]	15%[87.6 µM]
COc1ccccc1N1CCN(c2nc3c(S(=O)(=O)c4ccccc4)nnn3c3ccc(Cl)cc23)CC1	/	13	/	/	-3%	/	30%
Cc1cccc(N2CCN(C(=O)c3c4c(nc5ccccc35)C(=O)N(C3CCCCC3)C4)CC2)c1C	/	31	/	/	-6%	/	14%
Cc1noc(C)c1CN1CCNc2cc(-c3ccccc3)ncc2C1	63µM*	-8	?	3%[88.5 µM]	-9%[87.6 µM]	?	29%[87.6 µM]
COC[C@H]1NC(=O)CC[C@H]1C(=O)Nc1cc(OC)ccc1OC	2%	0	-22%	i	0%	-14%	34%[activator]
CCN(CC)C(=O)CSc1nc2cc3c(cc2c(=O)n1CCCC(=O)NCc1ccc(OC)cc1)OCO3	/	4	/	/	-1%	/	-6%
COc1ccc(SCc2cc(=O)c3ccc(C)c(C)c3[nH]2)cc1	/	-9	/	/	7%	/	-18%
O=S(=O)(NCC1(COc2cnccn2)C[C@@H](O)[C@@H](O)C1)c1ccc(F)cc1 (some centres undefined)	-11%[172 µM]	7	?	-9%[88.5 µM]	6%[87.6 µM]	?	11%[87.6 µM]
CCc1ccc(C(=O)N2CCC(Cc3nc(-c4ccc(F)cc4)no3)CC2)cc1	6%	-8	?	0%	-17%	?	?
O=C1CCc2cc(NC(=O)C3CCC3)ccc2N1	-4%	10	1%	i	-2%	-22%	47%[activator]
Cc1ccc(N2C(=O)CSC23C(=O)N(CC(=O)Nc2ccc(C)cc2C)c2ccccc23)cc1 (centres undefined)	/	21	/	/	3%	/	-24%
CC(=O)N1CCC(c2nnc3n2C(C(=O)N2CCCCC2)CC3)CC1 (centres undefined)	/	7	-2%[172 µM]	-15%[88.5 µM]	3%[12.5 µM]	2%[138 µM]	5%[87.6 µM]
N#Cc1ccc(O[C@@H]2CCOC[C@H]2NC(=O)CCCn2cncn2)cc1	0%	14	3%	-18%	7%	i	18%
Cc1noc(-c2ccc3c(c2)OCO3)c1C(=O)N1CCC(Cc2ccccc2)CC1	-11%	-8	?	i	?	?	-6%
CCOC(=O)C1CCN(C(=O)C2CCc3nnc(-c4ccc(F)cc4)n32)CC1 (centres undefined)	/	-2	4%	0%	6%	-20%	-15%
Cc1ccc(-c2nc(SCCOc3ccccc3C)n3[nH]c(=O)cc3n2)cc1	/	40	/	/	2%	/	34%[activator]
COc1ccc(C(=O)N2CCC3(CCC(=O)N(Cc4ccccc4)CC3)CC2)c(OC)n1	8%	-3	-5%	3%	-15%	-28%	-13%
CCOCCOC1CCN(C(=O)Nc2cccc(C)c2)CC1	?	38	-24%	3%	-11%[12.5 µM]	-7%	30%
CC(O)c1cc2n(n1)CCCN(C(=O)CCc1cn3ccccc3n1)C2 (centres undefined)	4%	22	-5%	3%	1%	-2%	-12%

# Sorted by formula weight (lowest first): 3 of the compounds above.
Compound	Luciferase inh	IP6K1 inh	HEK293 tox	GPT2 inhibitor	HEK293 viab	NIH3T3 tox	SNCA expr inh
COc1ccc(SCc2cc(=O)c3ccc(C)c(C)c3[nH]2)cc1	/	-9	/	/	7%	/	-18%
CCOC(=O)C1CCN(C(=O)C2CCc3nnc(-c4ccc(F)cc4)n32)CC1 (centres undefined)	/	-2	4%	0%	6%	-20%	-15%
COc1ccc(C(=O)N2CCC3(CCC(=O)N(Cc4ccccc4)CC3)CC2)c(OC)n1	8%	-3	-5%	3%	-15%	-28%	-13%

# Next part:
Compound	Luciferase inh	IP6K1 inh	HEK293 tox	GPT2 inhibitor	HEK293 viab	NIH3T3 tox	SNCA expr inh
Cc1noc(-c2ccc(OC3CN(C(=O)CCCc4ccccc4)C3)cc2)n1	-5%	8	?	-5%	-15%	?	5%
O=C(COc1ccc(Cl)cc1)Nc1ccccc1C(=O)OCc1cc(=O)n2ccsc2n1	/	15	/	/	9%	/	-1%
O=C(N1CCC(Cc2nc(C3CCOCC3)no2)CC1)C1(c2ccccc2)CC1	0%	0	-2%	i	2%	-17%	-28%
CCCCN(CC)CCCNC(=O)c1ccc2c(c1)NC(=O)CN2C	/	6	/	/	6%	/	0%
Cc1ccc(-c2nc(C3CC(=O)N(C4CCCCC4)C3)no2)cc1 (centres undefined)	-1%	-1	?	i	-1%	?	2%
